# Growth percent in the NCI-60 one-dose screen (48 h, 10 µM unless noted): 100 = growth as untreated, 0 = no growth, -100 = all killed.
# SK-MEL-5: SK-MEL-5 melanoma. 6.4% of 80,000 active
# T-47D: T-47D breast cancer; 5% of 79,000 active; AID 1794792
# SK-MEL-2: SK-MEL-2 melanoma. 4.7% of 77,000 active
# SK-MEL-28: SK-MEL-28 melanoma; 4.1% of 81,000 active
# LOX IMVI: LOX IMVI melanoma. 7.4% of 79,000 active. AID 1794757
# HS 578T: HS 578T breast cancer; 4.1% of 78,000 active
# UACC-257: UACC-257 melanoma; 4.4% of 78,000 active; AID 1794764
# MALME-3M: MALME-3M melanoma. 5.8% of 78,000 active. AID 1794766
# Starred values were filed as active, the others as inactive; · = not tested or not shown; & = joins results of further samples; ! = not active in a repeat; [ ] = dose if it differs, or a comment. Rule for the calls: active = growth percent below 10; inactive = the rest.
SMILES,SK-MEL-5,T-47D,SK-MEL-2,SK-MEL-28,LOX IMVI,HS 578T,UACC-257,MALME-3M
CCC12CCCN3CCc4c(n(c5ccccc45)C(O)(C(=O)OC)C1)C32 (stereo not given),100,100,106,112,86,108,104,123
O=C(O)CCCCCCCC(=O)O,101,101,100,102,98,109,107,107
CC(=O)c1cnc2ccc(-c3cc(Cl)c(O)c(Cl)c3)nc2c1NC1CCC(CN(C)C)CC1 (stereo not given),-87*[2.5 µM],-23*[2.5 µM],·,-40*[2.5 µM],-61*[2.5 µM],·,-26*[2.5 µM],-76*[2.5 µM]
O=C(c1ccccc1)c1ccc2n1CCC2C(=O)O (stereo not given),·,113,108,102,98,108,104,103
CCS(=O)(=O)N1CCN(c2ccc(Nc3ncc(C(N)=O)c(NC4CC4)n3)cc2)CC1,67,99,·,83,74,·,101,77
Nc1ncnc(Nc2ccccc2)n1,104,96,103,107,104,102,108,124
O=C(Nc1ccc(Oc2ccc(Br)cc2)cc1)c1ccc2nc(NC(=O)c3ccc(NCCc4ccccc4)c([N+](=O)[O-])c3)sc2c1,88,67,96,104,96,95,85,93
Cc1ccsc1/C=C/C1=NCCCN1C,·,94,93,103,96,115,110,97
C[C@H]1[C@H](C)CC[C@]2(C(=O)O)CC[C@]3(C)C(=CC[C@@H]4[C@@]5(C)C[C@@H](O)[C@H](O)[C@@](C)(CO)[C@@H]5CC[C@]43C)[C@@H]12,97,99,94,·,96,93,·,95
O=C(NC1CCNCC1)c1[nH]ncc1NC(=O)c1c(Cl)cccc1Cl,-13*,-3.8*,·,-15*,8.9*,·,-6.2*,-39*
C[C@@H]1CC(=O)NN=C1c1ccc(NN=C(C#N)C#N)cc1,105,80,·,110,98,105,98,105
CN(C)CCOC(=O)C(c1ccccc1)C1(O)CCCC1 (stereo not given),102,95,109,105,95,118,106,107
Cc1ccc(C(=O)C(C)CN2CCCCC2)cc1 (stereo not given),104,100,127,124,94,102,100,104
CN(C(=O)CCC(=O)N(C)c1ccc(C(=N)N)cc1)c1ccc(C(=N)N)cc1,104,90,101,105,96,116,107,88
NC(=O)c1c(OCc2c(F)cc(Br)cc2F)nsc1NC(=O)NCCCCN1CCCC1,-99*,-45*,·,-75*,-91*,·,-80*,-80*
[2H]c1nc(N2C([2H])([2H])[C@H](C)O[C@H](C)C2([2H])[2H])c([2H])c([2H])c1NC(=O)c1cccc(-c2ccc(OC(F)(F)F)cc2)c1C,41&44,40&49,66&78,94&86,72&67,79&82,53&70,89&84
O=C(O)c1c(O)c(-c2ccccc2)nc2ccccc12,98,106,99,101,94,105,103,101
O=C1c2ccccc2C(=O)c2c(O)c(O)cc(O)c21,·,110,·,121,87,95,98,103
O=C(Nc1cccc(Cl)c1)Nc1ccc2nc(NS(=O)(=O)c3ccc4ccccc4c3)sc2c1,100,99,97,103,99,90,109,110
COc1ccc(C2NC(=O)NC(C)=C2C(=O)Nc2ccc(S(N)(=O)=O)cc2)cc1O (stereo not given),102,105,115,117,100,105,115,108
COC(=O)C(C)(C)C1Oc2ccc(OC)cc2C(=O)/C1=C\O (stereo not given),101,95,93,114,105,101,97,100
COc1ccc2c(c1)\C(=N/N=C/C=C/c1ccccc1)C(=O)N2,104,99,103,106,85,102,108,98
CCC(C)n1ncn(-c2ccc(N3CCN(c4ccc(OC[C@H]5CO[C@](Cn6cncn6)(c6ccc(Cl)cc6Cl)O5)cc4)CC3)cc2)c1=O (stereo not given in full),81,73,80,93,80,·,97,98
CN1CCN(c2c(F)cc3c(=O)c(C(=O)O)cn4c3c2SCC4)CC1,106,94,·,118,96,112,104,117
Cc1[nH]c(/C=C2\C(=O)Nc3ccc(F)cc32)c(C)c1C(=O)NC[C@H](O)CN1CCOCC1,21,59,·,18,9.3*,·,42,-7.5*
COc1ccc(S(=O)(=O)Nc2nnc(CC(C)C)s2)cc1,113,110,108,114,108,110,107,135
C[C@]12CC[C@H]3C(=CCc4cc(O)ccc43)[C@@H]1CCC2=O,99,99,92,105,99,97,99,124
CCN(CC)CCOC(=O)C(c1ccccc1)c1ccccc1,96&101,96&101,100&100,119&118,97&98,101&116,118&101,102&90
COc1ccc(CN(CCN(C)C)c2ccccn2)cc1 (tested in a mixture with another compound),105,97,126,132,98,96,86,97
COc1ccccc1OC(=O)Oc1ccccc1OC,100,100&123,92&115,106&110,95&107,102&92,115&98,99&95
CCCc1cc(C(N)=S)ccn1,107,105,103,116,97,125,112,94
COCCN1CCN(Cc2ccc(-c3n[nH]c4c3C(=O)c3c(NC(=O)NN5CCOCC5)cccc3-4)cc2)CC1,-24*,13,·,-40*,-77*,·,-19*,-63*
CN[C@@H]1C[C@H]2O[C@@](C)([C@@H]1OC)n1c3ccccc3c3c4c(c5c6ccccc6n2c5c31)C(=O)N[C@H]4O,-99*,-49*,·,-61*,-86*,·,-88*,-81*
NCCO,97,100,106,101,98,100,99,97
CC1CCc2c(N3CCC(O)CC3)c(F)cc3c(=O)c(C(=O)O)cn1c23 (stereo not given),100,93,·,115,86,99,98,93
Cc1ccccc1[C@@H]1C[C@H](O)Cc2cc(Br)c3ccccc3c2N1,90,93,·,104,77,100,102,·
C[C@H](CCC(=O)O)[C@H]1CCC2C3C(CC[C@@]21C)[C@@]1(C)CC[C@@H](O)C[C@H]1C[C@H]3O (stereo not given in full),102,99,133,115,93,106,98,102
COc1ccc2c(c1)c(C(=O)c1nc(-c3cn(C)c4ccc(F)cc34)no1)cn2C,84,78,97,76,101,71,80,45
CC(C)(C(=O)c1cccnc1)c1cccnc1,106&98,111&96,100&101,121&112,111&102,110&95,115&97,125&96
O=C1CCc2cc(OCCCCc3nnnn3C3CCCCC3)ccc2N1,·,101,114,105,99,94,102,99
CN(C)C(=N)N=C(N)N,131&103,102&90,25&106,106&116,110&87,144,-0.2*!,269&116
COc1ccc2c(c1)c(-c1nc(N)nnc1-c1cn(C)c3ccc(F)cc13)cn2C,100,89,105,110,95,101,109,106
CCC(Cc1c(I)cc(I)c(N)c1I)C(=O)O (stereo not given),·,105,104,118,99,115,106,95
COc1ccc(/C=C/C(C)=N/OCC(=O)NC(C)C)cc1,94,76,·,103,90,111,96,101
CN1CCC(=C2c3ccccc3CC(=O)c3sccc32)CC1,99,103,111,109,91,104,90,93
NC(=O)c1ccc([N+](=O)[O-])cc1Cl,104,101,128,111,101,100,101,·
O=C(c1ccc(/C=C/c2n[nH]c3ccccc23)cc1)N1CCNCC1,53,84,·,46,5.7*,·,36,10
COc1ccccc1N1CCN(C(=O)c2ccc3nc(NS(=O)(=O)c4ccc5ccccc5c4)sc3c2)CC1,100,97,88,111,94,89,88,98

# Pulled one by one from above, two records:
SMILES,SK-MEL-5,T-47D,SK-MEL-2,SK-MEL-28,LOX IMVI,HS 578T,UACC-257,MALME-3M
Cc1ccsc1/C=C/C1=NCCCN1C,·,94,93,103,96,115,110,97
NC(=O)c1c(OCc2c(F)cc(Br)cc2F)nsc1NC(=O)NCCCCN1CCCC1,-99*,-45*,·,-75*,-91*,·,-80*,-80*

# 20 entries from above in a different format:
# Second line of a record – SK-MEL-5, T-47D, SK-MEL-2, SK-MEL-28, LOX IMVI, HS 578T, UACC-257, MALME-3M
COc1ccc(S(=O)(=O)Nc2nnc(CC(C)C)s2)cc1
    113, 110, 108, 114, 108, 110, 107, 135
C[C@]12CC[C@H]3C(=CCc4cc(O)ccc43)[C@@H]1CCC2=O
    99, 99, 92, 105, 99, 97, 99, 124
CCN(CC)CCOC(=O)C(c1ccccc1)c1ccccc1
    96&101, 96&101, 100&100, 119&118, 97&98, 101&116, 118&101, 102&90
COc1ccc(CN(CCN(C)C)c2ccccn2)cc1 (tested in a mixture with another compound)
    105, 97, 126, 132, 98, 96, 86, 97
COc1ccccc1OC(=O)Oc1ccccc1OC
    100, 100&123, 92&115, 106&110, 95&107, 102&92, 115&98, 99&95
CCCc1cc(C(N)=S)ccn1
    107, 105, 103, 116, 97, 125, 112, 94
COCCN1CCN(Cc2ccc(-c3n[nH]c4c3C(=O)c3c(NC(=O)NN5CCOCC5)cccc3-4)cc2)CC1
    -24*, 13, ·, -40*, -77*, ·, -19*, -63*
CN[C@@H]1C[C@H]2O[C@@](C)([C@@H]1OC)n1c3ccccc3c3c4c(c5c6ccccc6n2c5c31)C(=O)N[C@H]4O
    -99*, -49*, ·, -61*, -86*, ·, -88*, -81*
NCCO
    97, 100, 106, 101, 98, 100, 99, 97
CC1CCc2c(N3CCC(O)CC3)c(F)cc3c(=O)c(C(=O)O)cn1c23 (stereo not given)
    100, 93, ·, 115, 86, 99, 98, 93
Cc1ccccc1[C@@H]1C[C@H](O)Cc2cc(Br)c3ccccc3c2N1
    90, 93, ·, 104, 77, 100, 102, ·
C[C@H](CCC(=O)O)[C@H]1CCC2C3C(CC[C@@]21C)[C@@]1(C)CC[C@@H](O)C[C@H]1C[C@H]3O (stereo not given in full)
    102, 99, 133, 115, 93, 106, 98, 102
COc1ccc2c(c1)c(C(=O)c1nc(-c3cn(C)c4ccc(F)cc34)no1)cn2C
    84, 78, 97, 76, 101, 71, 80, 45
CC(C)(C(=O)c1cccnc1)c1cccnc1
    106&98, 111&96, 100&101, 121&112, 111&102, 110&95, 115&97, 125&96
O=C1CCc2cc(OCCCCc3nnnn3C3CCCCC3)ccc2N1
    ·, 101, 114, 105, 99, 94, 102, 99
CN(C)C(=N)N=C(N)N
    131&103, 102&90, 25&106, 106&116, 110&87, 144, -0.2*!, 269&116
COc1ccc2c(c1)c(-c1nc(N)nnc1-c1cn(C)c3ccc(F)cc13)cn2C
    100, 89, 105, 110, 95, 101, 109, 106
CCC(Cc1c(I)cc(I)c(N)c1I)C(=O)O (stereo not given)
    ·, 105, 104, 118, 99, 115, 106, 95
COc1ccc(/C=C/C(C)=N/OCC(=O)NC(C)C)cc1
    94, 76, ·, 103, 90, 111, 96, 101
CN1CCC(=C2c3ccccc3CC(=O)c3sccc32)CC1
    99, 103, 111, 109, 91, 104, 90, 93

# Screening results as filed in PubChem.

# An excerpt; the hit share may differ from the screen's.
